Tau fibril FP – tau fibrillization inhibition (FP) | P10636 | K18 P301L tau heparin fibrillization, Alexa594 FP, 6 h | AID 1468 | Potency, µM (top dose mostly 57.7 µM), for the others: top-dose activity, negative = inhibition, hits mostly inhibitors | hit rate 0.39% among 280,000; note: nearly all actives have a fitted effect of over 55% in size
Target sequence (P10636 561-689 P618L limits assumed): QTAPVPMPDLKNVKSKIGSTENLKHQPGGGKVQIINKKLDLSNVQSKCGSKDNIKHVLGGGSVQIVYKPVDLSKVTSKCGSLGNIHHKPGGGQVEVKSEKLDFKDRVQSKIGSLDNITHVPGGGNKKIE
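Heparin (20 uM) drove fibril formation of recombinant tau K18 P301L, 15 uM unlabeled with 0.24 uM Alexa 594 label, for 6 hr at 37 C in 100 mM sodium acetate pH 7. Fluorescence polarization (555/632 nm) read 1 hr after 30 uM ThT.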
RGS12 GoLoco inh – inhibitors of human Gai1-RGS12 GoLoco interaction (red fluorophore) | Gai1:RGS12 GoLoco peptide FP, rhodamine, 10 min | Potency, µM (series often up to 61.6 µM), without a hit: top-dose activity, negative = inhibition, most hits filed as inhibitors | hit rate 0.44% among 230,000 | P63096; active = well fitted inhibition curve with a large enough effect, not every such curve was filed as active; inactive = no such curve, though single readings can be large or run the other way; note: nearly all actives have a fitted effect of over 30% in size; many of its hits are not listed in these tables
TRb SRC2 PPI – inhibitors of human thyroid hormone receptor beta-SRC2 interaction. AID 1469. hit rate 0.065% among 280,000. Potency, µM (doses to about 106 µM), without a hit: at the highest dose activity change, negative = inhibition, usual class: inhibitors. TRbeta-SRC2 peptide binding, fluorescence polarization; receptor liganded with 1 µM T3. P10828;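 note: plate controls were bound peptide for no effect and peptide without receptor for full effect; nearly all actives have a fitted effect of over 50% in size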
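Human TRb ligand-binding domain (0.6 uM) is mixed with 20 nM Texas Red SRC2 peptide and 1 uM T3; after compound addition and 5 hr at ambient temperature, polarization is measured and normalized to unbound and bound controls.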
TR SRC2 fluor cs – counter-screen for TRb-SRC2 inhibitors: fluorescence interference; hit rate 0.29% among 280,000; Potency, µM (highest dose often 106 µM), for the others: top-dose fluorescence change, negative = quenching; TRb/SRC2 Texas Red total fluorescence interference; active = well fitted curve in either direction with a large enough effect; inconclusive = small, poorly fitted or top-dose-only effect
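Human TRβ ligand-binding domain (0.6 uM) and Texas Red SRC2 peptide (20 nM) in Tris buffer with 1 uM T3 and 5% DMSO were incubated with pinned compound for 5 hr at ambient temperature. Total fluorescence was computed as S + 2P (555/632 nm).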
L3MBTL1 inh – blocks human L3MBTL1 | AlphaScreen L3MBTL1–H3K9me1 peptide binding | hit rate 0.66% among 230,000 | Potency, µM (doses to about 57.1 µM), inactives show top-dose activity, negative = inhibition, hits mostly inhibitors | Q9Y468; note: nearly all actives have a fitted effect of over 60% in size
Target sequence (Q9Y468 whole entry, looked up): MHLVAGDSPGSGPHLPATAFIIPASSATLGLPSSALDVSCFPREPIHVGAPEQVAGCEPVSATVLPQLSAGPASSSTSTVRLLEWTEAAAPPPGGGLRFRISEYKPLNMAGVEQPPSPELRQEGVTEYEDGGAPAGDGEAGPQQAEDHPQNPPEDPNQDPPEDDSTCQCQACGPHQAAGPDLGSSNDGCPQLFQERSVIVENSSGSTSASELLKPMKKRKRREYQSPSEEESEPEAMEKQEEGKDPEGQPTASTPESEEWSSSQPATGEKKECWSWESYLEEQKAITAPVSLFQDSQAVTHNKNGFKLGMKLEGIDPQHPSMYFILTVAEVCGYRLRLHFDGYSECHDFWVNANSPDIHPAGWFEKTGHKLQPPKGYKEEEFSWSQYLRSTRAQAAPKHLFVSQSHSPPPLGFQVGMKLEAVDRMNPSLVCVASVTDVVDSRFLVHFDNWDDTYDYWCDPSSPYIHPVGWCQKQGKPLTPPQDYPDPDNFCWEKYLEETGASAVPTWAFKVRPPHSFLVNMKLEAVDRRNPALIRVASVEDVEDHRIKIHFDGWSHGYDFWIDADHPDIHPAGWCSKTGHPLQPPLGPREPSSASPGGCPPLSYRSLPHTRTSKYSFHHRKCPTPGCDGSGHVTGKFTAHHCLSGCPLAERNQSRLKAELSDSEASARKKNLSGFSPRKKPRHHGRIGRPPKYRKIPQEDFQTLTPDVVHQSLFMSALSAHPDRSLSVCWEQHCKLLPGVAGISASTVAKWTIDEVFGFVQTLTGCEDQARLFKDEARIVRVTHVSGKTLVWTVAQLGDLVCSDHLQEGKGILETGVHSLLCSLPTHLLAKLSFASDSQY
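AlphaScreen proximity signal between nickel-chelate acceptor and streptavidin donor beads (final 10 ug/mL) reports binding of 50 nM L3MBTL1 to 75 nM biotin-H3 K9me1 peptide; complex incubated with compounds 30 min at room temperature; cefsulodin titration as control.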
JMJD2E inh – inhibitors of human JMJD2E histone demethylase; hit rate 1.6% among 230,000; Potency, µM (titrated, usually from 57.1 µM), inactives show top-dose activity change, negative = inhibition, actives largely listed as inhibitors; JMJD2E catalytic domain, FDH-coupled NADH fluorescence (FDH is formaldehyde dehydrogenase); AID 2147; active = well fitted inhibition curve with a large enough effect, not every such curve was filed as active; inconclusive = small, poorly fitted or top-dose-only effect, or another doubt; inactive = no such curve, though single readings can be large or run the other way;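 note: 0% = wells with enzyme and -100% = buffer wells without enzyme; nearly all actives have a fitted effect of over 50% in size; many of its hits are not listed in these tables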
RECQ1 inh – inhibitors of human RECQ1 DNA helicase. AID 2549. Potency, µM (doses to about 57.3 µM), inactives show top-dose activity, negative = inhibition, actives largely listed as inhibitors. RECQ1 DNA unwinding, red fluorescence kinetic read. hit rate 0.54% among 240,000. P46063;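 note: plate controls were vehicle for no effect and no enzyme for full effect; nearly all actives have a fitted effect of over 30% in size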
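RECQ1T1 50 nM; forked duplex (20 bp + 30-nt ss tails) 200 nM, ATP 2 mM final; pH 8.0, 2 mM MgCl2, 2.5 ug/ml poly(dI-dC); 15 min compound preincubation; discontinuous kinetic read over 2 h at RT.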
Tau fibril ThT – tau fibrillization inhibition (ThT binding); recombinant tau K18 P301L (four-repeat tau fragment), heparin-induced fibrillization, ThT fluorescence; AID 1460; P10636; Potency, µM (titrated, usually from 57.4 µM), without a hit: at the top dose activity, negative = inhibition, actives largely listed as inhibitors; hit rate 2.1% among 270,000; note: nearly all actives have a fitted effect of over 55% in size
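Aggregation was driven by heparin (20 uM final) acting on recombinant tau […] bearing P301L in 100 mM sodium acetate pH 7; fibrils were detected with Thioflavin T.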
Starred values were filed as active, the others as inactive; i = inactive; u = inconclusive; x = not tested or not shown; & = joins results of further samples; [ ] = dose if it differs, or a comment. Unless noted, calls come from the whole dose curve; as a rule, active = well fitted curve in the direction sought with a large enough effect; inconclusive = small, poorly fitted or top-dose-only effect, or another doubt; inactive = no such curve, though single readings can be large; an effect the other way counts as inactive or inconclusive. Unless noted, % is set by controls: 0 for no effect and ±100 for the full control effect; potency is the fitted concentration of half-maximal effect.

SMILES	Tau fibril FP	RGS12 GoLoco inh	TRb SRC2 PPI	TR SRC2 fluor cs	L3MBTL1 inh	JMJD2E inh	RECQ1 inh	Tau fibril ThT
O=C(Nc1nccs1)C1CCCN1S(=O)(=O)c1cccc2cccnc12 (stereo unspecified)	0%	16%	0%	3%	x	7%	-12%	-16%
Cc1cccc(Cn2cc(S(=O)(=O)c3cccc(C)c3)c(=O)c3cc(F)c(N4CCOCC4)cc32)c1	-2%	x	3%	7%	x	x	x	-5%
Cc1ccc(-c2n[nH]c3c2C(c2cccc(O)c2)N(c2ccc(C(=O)O)cc2)C3=O)cc1 (stereo unspecified)	3%&-3%	12%	1%&0%	0%&0%	x	-4%	9%	2%
O=C(O)Cn1cnc2ccccc2c1=O	2%	-2%	-11%	-3%	x	1%	-3%	-5%
Cc1ccc(NC(=O)CSCC(=O)NC2CCCCC2)cc1	1%	13%	2%	-3%	7%	-1%	-12%	1%
CCN(CC)CC(=O)NN(Cc1ccccc1)c1ccccc1	1%	-3%	-6%	1%	6%	u	-18%	2%
Cc1ccc(Cl)cc1NC(=O)C(=O)NCCc1sc(-c2ccc(F)cc2)nc1C	-5%	x	3%	2%	x	x	x	5%
CCn1nc(C)c(NC(=O)/C=C/c2ccc(OC)c(COc3ccc(Cl)cc3Br)c2)c1C	-10%	1%	4%	1%	16%[11.4 µM]	9%	-9%	-12%
CN1CCN(C(=O)c2nc3ccc(Cl)cc3[nH]2)CC1	0%	-9%	0%	-5%	x	-9%	i	-7%
COc1cccc(CCNC(=O)c2c(O)nc3c(C)cccn3c2=O)c1	7%	x	-12%	7%	x	x	x	u
Cc1nn(-c2ccccc2)c(OC(=O)c2ccccc2F)c1S(=O)(=O)c1ccccc1	-1%	x	8%	-3%	x	x	x	-10%
CCCCC(CCC(=O)Nc1ccc(C(=O)OC)cc1)C(=O)O (stereo unspecified)	-6%	0%	-10%	0%	9%	0%	-1%	-1%
Cc1cccc(N2C(N)=NC(N)=NC23CCCCC3)c1	-2%	-5%	-7%	-3%	4%	-2%	-6%	1%
O=C(O)c1ccc(N2C(=O)C3ON(c4ccccc4)C(c4ccccc4F)C3C2=O)cc1 (stereo unspecified)	5%	-27%	10%	0%	-12%	5%	2%	-5%
S=c1[nH]nc(C2CCCCC2)n1/N=C/c1cccs1	-2%	-3%	-14%	-2%	-9%	-8%	-9%	u
O=C(Cn1nnc(-c2ccncc2)n1)NCCc1ccccc1	1%	9%	3%	0%	x	0%	i	-7%
C=CCNC(=O)c1onc(CSc2ccccc2C)c1C(=O)O	0%	9%	-10%	-3%	7%	5%	-4%	-1%
CC1CCCCN1C(=O)Nc1cccc(C(F)(F)F)c1 (stereo unspecified)	3%[2.34 µM]	2%	-6%	0%	-10%	-9%	19%	0%
Cc1ccc(N2C(=O)CN(Cc3cccs3)C2=S)cc1C	-6%	75%[activator]	19%	7%	18%	-4%	i	0%
COc1ccc(OCC(=O)OCc2cc(=O)n3nc(-c4cccs4)sc3n2)cc1	-3%	x	-2%	-1%	x	x	x	u
O=S1(=O)C[C@@H]2N=C(N/N=C/c3ccccc3)S[C@@H]2C1	-2%	3%	2%	-1%	x	7%	-6%	x
COC(=O)c1scc(-c2ccc(C)cc2)c1S(=O)(=O)Nc1ccc(N(C)C)cc1	u	x	-9%	-60%	x	x	x	u
Cc1ccc(S(=O)(=O)N2CCC[C@H]2C(=O)OCC(=O)c2ccc3c(c2)NC(=O)CO3)cc1	3%	32%[activator]	4%	-2%	x	5%	24%	5%
COc1cc2c(cc1OC)[C@H](C)N(C(=S)Nc1ccc(F)cc1)CC2	-4%	-123%	5%	-5%	3%	-2%	-12%	-11%
CCOc1ccccc1Nc1nc(N)nc(CSc2nccc(C)n2)n1	-2%	5%	-5%	-4%	-1%	-1%	-19%	-2%
O=C(NCc1cccc(F)c1)c1ccc(NC(=O)c2nsc3ccccc23)cc1	u	x	-2%	-1%	x	x	x	7%
COc1ccc(NC(=O)CSc2nc3cc(OC)c(OC)cc3c3nc(-c4ccccc4)nn23)cc1Cl	-9%	x	4%	-2%	x	x	x	-1%
COC(=O)c1sccc1S(=O)(=O)N1CCN(c2cccc(C)c2)C(C)C1 (stereo unspecified)	-5%	x	1%	-3%	x	x	x	-6%
CCCCOC(=O)n1c(=O)oc2ccccc21	13%	10%	-18%	-1%	x	11%	7%	-7%
CCS(=O)(=O)N1CCN(CC(=O)NC2CCCCC2)CC1	8%	7%	-1%	-9%	2%	-11%	-9%	-4%

Part of the list above, in CSV form.
Molecule,Tau fibril FP,RGS12 GoLoco inh,TRb SRC2 PPI,TR SRC2 fluor cs,L3MBTL1 inh,JMJD2E inh,RECQ1 inh,Tau fibril ThT
O=C(Cn1nnc(-c2ccncc2)n1)NCCc1ccccc1,1%,9%,3%,0%,x,0%,i,-7%
C=CCNC(=O)c1onc(CSc2ccccc2C)c1C(=O)O,0%,9%,-10%,-3%,7%,5%,-4%,-1%

Additional compounds follow:
SMILES	Tau fibril FP	RGS12 GoLoco inh	TRb SRC2 PPI	TR SRC2 fluor cs	L3MBTL1 inh	JMJD2E inh	RECQ1 inh	Tau fibril ThT
CCOC(=O)Cc1csc(NC(=O)c2c(O)c3ccccc3n(CC(C)C)c2=O)n1	9%	7%	-19%	-1%	x	-5%	-9%	-20%
CO/N=C/C(=N\Nc1ccccc1)C(=O)c1ccccc1	u	-9%	4%	-2%	x	11%	i	u
CC1CCc2c(sc(NC(=O)c3ccc(Cn4cc([N+](=O)[O-])cn4)o3)c2C#N)C1 (stereo unspecified)	0%	12%	5%	-11%	u	-7%	u	u
Cc1ccc2c(c1)nnn2C1CCN(S(=O)(=O)c2ccc3ccccc3c2)CC1	-2%	0%	2%	1%	-3%	-9%	-4%	-3%
CCOC(=O)Cn1c(=O)oc2cc(S(=O)(=O)NCC3CCCO3)ccc21 (stereo unspecified)	-9%	15%	4%	-6%	x	-1%	-8%	-15%
N#Cc1ccc(CSc2nnc(-c3ccccc3)n2Cc2ccco2)cc1	9%	-5%	-16%	-2%	0%	0%	-7%	-6%
Cc1nc2ccc(S(=O)(=O)NC(C(=O)N3CCC(C)CC3)C(C)C)cc2s1 (stereo unspecified)	1%	4%	5%	-3%	0%	-1%	-8%	0%
O=C(c1ccccc1)C1CCN(C(=O)c2cccs2)CC1	-1%	-6%	-5%	-4%	6%	-1%	i	-9%
Cc1cc(C)c(S(=O)(=O)Nc2c(C)[nH]c(=O)[nH]c2=O)c(C)c1	-1%	5%	1%	3%	7%	0%	-3%	-8%
CCOc1cc(CN2CCCCC2)ccc1OC	2%	8%	-2%	2%	-10%[11.4 µM]	-2%	i	3%
COc1ccc(CCNC(=O)Cn2c(=O)n(-c3ccc(C)c(C)c3)c(=O)c3c(C)c(C)sc32)cc1OC	-10%	x	0%	-1%	x	x	x	-9%
Cc1ccc(Oc2nc3ccccn3c(=O)c2/C=C(\C#N)c2nc3ccccc3s2)c(C)c1	u	x	5%	0%	x	x	x	u
COc1ccc(NC(=O)C2=C(C)NC(=O)NC2c2ccccc2[N+](=O)[O-])cc1 (stereo unspecified)	-3%	-1%	1%	1%	6%	12%	-4%	-9%
Cc1cc(NS(=O)(=O)c2ccc(NC(=S)NC(=O)c3ccc(Cl)cc3Cl)cc2)no1	-1%	1%	0%	-2%	x	7%	-2%	-11%
O=C(CN1C(=O)COc2ccc(S(=O)(=O)N3CCCC3)cc21)N1CCN(c2ccc(F)cc2)CC1	7%	x	0%	-3%	x	x	x	-3%
O=C(Nc1cccc([N+](=O)[O-])c1)N1CCN(c2ccccc2)CC1	13%	7%	4%	-3%	-2%	7%	5%	12%
Cc1cc2oc(=O)cc(CN3CCCCC3)c2cc1C(C)C	-4%	2%	2%	-1%	2%	-18%	-3%	-11%
Cc1cc(C)c(NC(=O)C2CCN(C(=O)N3CCOc4ccccc43)CC2)c(C)c1	13%	x	-1%	4%	x	x	x	-8%
CC(=O)c1sc(NC(=O)COc2ccc(C(C)C)c(C)c2)nc1C	0%	1%	0%	0%	-4%	3%	0%	-3%
Cc1ccc(-n2c3c(cc(C(=O)N4CCN(C)CC4)c2=O)C(=O)CC(C)(C)C3)cc1	-6%	9%	8%	1%	x	-9%	-1%	-5%
Cc1csc2c(N3CCN(C(=O)c4ccc(C(C)(C)C)cc4)CC3)ncnc12	5%	3%	-4%	-1%	-9%	-8%	-12%	-15%
CCC1CCCCN1C(=O)c1c[nH]c2ccc(S(=O)(=O)Nc3cccc(OC)c3)cc2c1=O (stereo unspecified)	-8%	x	0%	-1%	x	x	x	-8%
Cc1cc(N)n(-c2ccccc2C)n1	6%	-3%	0%	-4%	-12%	3%	1%	-2%
Cc1ccsc1/C=N\NC(=O)Cn1nnc2ccccc21	-7%	-6%	2%	-33%	-1%	-2%	-2%	-7%
CCOc1ccc(-c2cc(C(=O)NCc3ccccc3Cl)c3ccccc3n2)cc1	-8%	x	4%	1%	x	x	x	8%
COC(=O)c1c(NC(=O)c2nc3nc(C)cc(C(F)F)n3n2)sc2c1CCC2	3%	15%	2%	-2%	-4%	5%	-17%	u
CCOC(=O)CNC(=O)CSc1nnc(-c2ccc(OC)cc2)n1CC	-1%	9%	3%	-2%	1%	5%	2%	1%
COc1ccc(C2C(C(=O)Nc3ccc(Cl)cc3)=C(C)Nc3nc(SCc4cccc(C)c4)nn32)cc1OC (stereo unspecified)	u	x	-13%	1%	x	x	x	1%
COC(=O)CCCCCCCCC(O)CN(C)C (stereo unspecified)	2%	3%	-2%	-1%	11%	4%	-4%	-1%
CC(/C=C/c1ccc2c(c1)OCO2)=N/NC(=O)COc1ccc(C)cc1	-6%	x	-5%	-5%	4%	-13%	-3%	u
CC1=C(C(=O)Nc2ccccc2)C(c2cccc(Cl)c2)n2nc(SCC(=O)c3ccc(C)cc3)nc2N1 (stereo unspecified)	u	x	2%	-4%	x	x	x	12%
COc1cc(C(=O)CSc2nncn2C)cc(OC)c1OC	-4%	-17%	-14%	0%	x	u	-13%	-10%
CC(=O)c1ccc(NC(=O)CN2C(=O)/C(=C/C=C/c3ccccc3)SC2=S)cc1	1%	14%	0%	2%	0%	-3%	9%	u
COC(=O)c1cc2c(-c3ccccc3)cc3ccccn3c-2c1C(=O)OC	10%	49%[activator]	-9%	-4%	x	-1%	u	16µM*

The list is partial; the hit share may differ from the screen's.
